From PubChem
TRPC4 PAM: TRPC4 (mouse) allosteric potentiation. HEK293 TRPC4beta/mu-opioid, DAMGO EC20, Fluo-4 Ca2+ flux; active compounds read high. actives 0.42% (n = 310,000). B-score at 10 µM. AID 2227;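 active means B-score of calcium response area above 5 SD of library B-scores, with initial fluorescence ratio within 5 SD of library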;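 further: B-score of integrated fluorescence ratio over time as area under calcium response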
HIF activator: HIF pathway transcriptional activation | U2OS HRE-luciferase reporter, luminescence; normalized: DMSO 0%, desferrioxamine 100% | activation, % at 7.5 µM (by protocol) | actives 0.32% (n = 300,000);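 active means mean activation of at least 10% of the iron chelator positive control signal, with at least half of replicates also reaching 10%; inconclusive means mean and replicate majority disagree about reaching 10%; inactive means mean and most replicates under 10%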
TRPC4 agonist: opens the mouse TRPC4 cation channel. B-score at 10 µM. Q9QUQ5. actives 0.49% (n = 310,000). HEK293 TRPC4beta/mu-opioid, Fluo4 calcium fluorescence; active compounds read high;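 active means B-score above 5 SD of library B-scores, and initial fluorescence ratio not above library mean plus 5 SD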;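 further: positive B-score marks a calcium rise read as TRPC4 activation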
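Incubation: 45 min room-temperature Fluo4 loading, 110 s read / System: HEK293 cells stably co-expressing mouse TRPC4beta and mu-opioid receptor / Signal: Fluo4 fluorescence, kinetic / Control set: buffer (low) and maximal DAMGO (high) / Measure: integrated baseline-normalised fluorescence ratio, converted to per-well B score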
TRPC6 inh: mouse TRPC6 channel inhibition; actives 1.1% (n = 310,000); Q61143; B-score at 10 µM; HEK293-TRPC6, membrane potential dye, ACh-evoked depolarization; active compounds read low;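 active means B-score under library mean minus 3 SD, initial fluorescence not abnormally high, positive integrated signal ratio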;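 further: B-score derived from integrated fluorescence ratio over the kinetic read; more negative B-score means stronger inhibition of depolarization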
aSyn 5UTR inh: MLPCN primary screen, SNCA 5' untranslated region; AID 1813; actives 0.82% (n = 300,000); alpha-synuclein 5'UTR reporter, inhibitor activity; inhibition, % (tested at 7.5 µM); in the data active means inhibition above about 60%; inconclusive means no clear call, values can overlap the other calls;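 further: H4 neuroglioblastoma cells stably carrying SNCA 5'UTR luciferase fusion; 0% = DMSO wells and 100% = positive control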
MrgX1 antagonist: human MrgX1 receptor antagonism, primary screen | Q96LB2 | AID 588676 | B-score at 10 µM | MRGX1-HEK293 calcium flux, Fluo-4, BAM8-22 antagonism; active compounds read low | actives 1.3% (n = 310,000);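 active means calcium-response B-score plate-corrected more than 3 library SD below zero, starting fluorescence within 5 deviations, no agonist response on first addition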;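 further: peak minus trough fluorescence over baseline after final BAM8-22 challenge near maximal dose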
Target sequence (Q96LB2 whole entry, looked up): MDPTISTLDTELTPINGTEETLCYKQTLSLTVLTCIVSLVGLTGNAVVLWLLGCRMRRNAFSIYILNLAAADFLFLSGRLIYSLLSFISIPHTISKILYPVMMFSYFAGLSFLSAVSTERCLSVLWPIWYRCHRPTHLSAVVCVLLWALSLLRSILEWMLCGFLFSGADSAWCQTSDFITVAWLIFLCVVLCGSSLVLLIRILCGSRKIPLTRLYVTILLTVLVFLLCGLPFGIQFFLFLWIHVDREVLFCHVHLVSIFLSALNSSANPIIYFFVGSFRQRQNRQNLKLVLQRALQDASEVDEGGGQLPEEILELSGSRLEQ
IEC-6 cytotox: counter-screen for KLF5 inhibitors: cytotoxicity in IEC-6 cells. IEC-6 cytotoxicity, luminescence viability. inhibition, % at 5 µM. actives 0.78% (n = 290,000); in the data active means inhibition above about 22%;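 further: 0% = plate median of test compound wells and 100% = cytotoxic reference compound wells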
KLF5 inhibitor: suppresses KLF5 promoter-driven expression | DLD-1 KLF5 promoter-luciferase reporter, luminescence | inhibition, % at 5 µM | actives 0.23% (n = 290,000) | AID 1700;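 active means inhibition above a per-plate limit of that plate's mean compound inhibition plus 3 SD, cut at about 60% in these data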;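 further: 0% = DMSO wells and 100% = LY294002 at 200 µM; higher means less KLF5 promoter-driven luciferase light; inactives centre near -14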
SKKanGAS inh: inhibitors of SKKanGAS S. pyogenes growth in kanamycin (SK-promoter or general growth effect); inhibition, % at 7.5 µM; BacTiter-Glo, 6 h; actives 1.3% (n = 300,000);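 active means mean replicate score, as percent of positive control median, at least 50; inconclusive means mean below 50 but one replicate at or above 50; inactive means mean and every replicate below 50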;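 further: strain carries kanamycin resistance gene driven by streptokinase promoter and grows in 40 µg/ml kanamycin; loss of luminescence reflects streptokinase promoter inhibition or plain growth inhibition; 0% = median of DMSO wells and 100% = positive control at its reference dose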
TRPC6 activator: activators of mouse TRPC6 channel; HEK293-TRPC6 membrane potential dye fluorescence; active compounds read high; B-score at 10 µM; actives 0.13% (n = 310,000);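 active means B-score of the integrated fluorescence ratio above library mean plus 3 SD, and starting fluorescence ratio within library mean plus 5 SD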;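 further: higher score means more depolarization so channel activation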
TRPC4 block: blocks the mouse TRPC4 cation channel; Q9QUQ5; HEK293 TRPC4beta/mu-opioid, DAMGO-evoked Fluo4 calcium flux; active compounds read low; B-score at 10 µM; actives 0.39% (n = 300,000); AID 2247;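 active means B-score over 3 SD under the library average, no early fluorescence shift, positive overall ratio signal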
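Assay system: HEK293 cells with stable TRPC4beta plus mu-opioid receptor expression. Dosing: single dose. Measured by: Fluo4 Ca2+ flux fluorescence. Also added: DAMGO in two steps, submaximal then maximal. Read-out: B score from integrated Fluo4 fluorescence ratio.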
The depositor's hits bear a star.

For O=C(Nc1ccn(Cc2c(F)c(F)cc(F)c2F)n1)c1cccc(Cn2cc([N+](=O)[O-])cn2)c1 the results were TRPC4 PAM inactive, HIF activator -1.0, TRPC4 agonist inactive, TRPC6 inh inactive, aSyn 5UTR inh 4.8, MrgX1 antagonist inactive, IEC-6 cytotox -5.9, KLF5 inhibitor 5.5, SKKanGAS inh 9.4, TRPC6 activator inactive and TRPC4 block inactive.
O=C(O)c1cc(-c2ccccc2Cl)n(-c2ccc(F)cc2)n1 was read as TRPC4 PAM inactive, HIF activator -1.5, TRPC4 agonist inactive, TRPC6 inh inactive, aSyn 5UTR inh 10.0, MrgX1 antagonist inactive, IEC-6 cytotox -7.3, KLF5 inhibitor 9.6, SKKanGAS inh 4.2, TRPC6 activator inactive and TRPC4 block inactive.
Screening COc1cccc(N(CC(=O)Nc2cccc(N(C)S(C)(=O)=O)c2)S(C)(=O)=O)c1 returned TRPC4 PAM inactive, HIF activator -0.3, TRPC4 agonist inactive, TRPC6 inh inactive, aSyn 5UTR inh -2.4, MrgX1 antagonist inactive, IEC-6 cytotox 9.6, KLF5 inhibitor -14.6, SKKanGAS inh 0.4, TRPC6 activator inactive and TRPC4 block inactive.
For O=C(Nc1ccc2c(c1)OCO2)c1ccc(S(=O)(=O)N2CCCC2)cc1 the results were TRPC4 PAM inactive, HIF activator -1.4, TRPC4 agonist inactive, TRPC6 inh inactive, aSyn 5UTR inh 15.2, MrgX1 antagonist inactive, IEC-6 cytotox -0.8, KLF5 inhibitor -6.1, SKKanGAS inh -6.7, TRPC6 activator inactive and TRPC4 block inactive.
`COC(=O)c1c(NC(=O)CS(=O)(=O)c2ccccc2)sc(C)c1C` gave TRPC4 PAM inactive, HIF activator -0.6, TRPC4 agonist inactive, TRPC6 inh inactive, aSyn 5UTR inh -0.8, MrgX1 antagonist inactive, SKKanGAS inh 8.3, TRPC6 activator inactive and TRPC4 block inactive.
Screening CC(C)c1ccc(-c2nc3c([nH]2)c(=O)n(C)c(=O)n3C)cc1 returned TRPC4 PAM inactive, HIF activator -0.2, TRPC4 agonist inactive, TRPC6 inh inactive, aSyn 5UTR inh 20.5, MrgX1 antagonist inactive, IEC-6 cytotox 3.1, KLF5 inhibitor -7.6, SKKanGAS inh 21.8, TRPC6 activator inactive and TRPC4 block inactive.
CCOC(=O)c1c(C)[nH]c(C(=O)COC(=O)/C=C/c2ccc3c(c2)OCO3)c1C was read as TRPC4 PAM inactive, HIF activator 0.4, TRPC4 agonist inactive, TRPC6 inh inactive, aSyn 5UTR inh 6.6, MrgX1 antagonist inactive, IEC-6 cytotox -4.5, KLF5 inhibitor -10.4, SKKanGAS inh -1.0, TRPC6 activator inactive and TRPC4 block inactive.
Screening CCNC(=O)C(=O)NCC(c1ccc2c(c1)OCO2)N1CCOCC1 (stereo unspecified) returned TRPC4 PAM inactive, HIF activator -0.1, TRPC4 agonist inactive, TRPC6 inh inactive, aSyn 5UTR inh 3.7, MrgX1 antagonist inactive, IEC-6 cytotox 1.2, KLF5 inhibitor -13.1, SKKanGAS inh 3.0, TRPC6 activator inactive and TRPC4 block inactive.
Screening CC(=O)OCCn1c(C)[n+](CCOC(C)=O)c2cc(Cl)c(Cl)cc21 returned TRPC4 PAM inactive, HIF activator -0.1, TRPC4 agonist inactive, TRPC6 inh inactive, aSyn 5UTR inh 10.0, MrgX1 antagonist inactive, IEC-6 cytotox -5.0, KLF5 inhibitor 2.5, SKKanGAS inh -3.7, TRPC6 activator inactive and TRPC4 block inactive.
`Cc1c(NS(=O)(=O)c2cc(C(=O)NCc3cccnc3)cc(Cl)c2Cl)c(=O)n(-c2ccccc2)n1C` gave TRPC4 PAM inactive, HIF activator 0.0, TRPC4 agonist inactive, TRPC6 inh inactive, aSyn 5UTR inh -4.5, MrgX1 antagonist inactive, SKKanGAS inh 3.1, TRPC6 activator inactive and TRPC4 block inactive.
Screening Cc1ccc(CN2[C@@H](CC3CCCCC3)COCCS2(=O)=O)cc1 returned TRPC4 PAM inactive, HIF activator -1.4, TRPC4 agonist inactive, TRPC6 inh inactive, aSyn 5UTR inh 18.6, MrgX1 antagonist inactive, IEC-6 cytotox 3.2, KLF5 inhibitor 11.1, SKKanGAS inh 6.7, TRPC6 activator inactive and TRPC4 block inactive.
`O=C(COC(=O)c1ccc(S(=O)(=O)N2CCOCC2)cc1)Nc1nc(-c2ccccc2)cs1` gave TRPC4 PAM inactive, HIF activator 0.7, TRPC4 agonist inactive, TRPC6 inh inactive, aSyn 5UTR inh -36.0, MrgX1 antagonist inactive, IEC-6 cytotox -0.3, KLF5 inhibitor -29.1, SKKanGAS inh 14.7, TRPC6 activator inactive and TRPC4 block inactive.
COc1ccc2c(c1)c(CC(=O)NCc1cc([N+](=O)[O-])ccc1O)c(C)n2C(=O)c1ccc(Cl)cc1 was read as TRPC4 PAM inactive, HIF activator -0.5, TRPC4 agonist inactive, TRPC6 inh inactive, aSyn 5UTR inh 15.4, MrgX1 antagonist inactive, IEC-6 cytotox -6.1, KLF5 inhibitor -12.1, SKKanGAS inh 51.5*, TRPC6 activator inactive and TRPC4 block inactive.
`O=C(CSc1nc2ccccc2c(=O)n1CCCO)NCc1ccccc1` gave TRPC4 PAM inactive, HIF activator -0.2, TRPC4 agonist inactive, TRPC6 inh inactive, aSyn 5UTR inh 0.0, MrgX1 antagonist inactive, IEC-6 cytotox 0.9, KLF5 inhibitor -41.0, SKKanGAS inh -5.5, TRPC6 activator inactive and TRPC4 block inactive.
Screening Cc1nnc(NC(=O)c2cc(-c3ccco3)nc3ccccc23)s1 returned TRPC4 PAM inactive, HIF activator -1.2, TRPC4 agonist inactive, TRPC6 inh inactive, aSyn 5UTR inh 9.3, MrgX1 antagonist inactive, SKKanGAS inh 5.4, TRPC6 activator inactive and TRPC4 block inactive.
`O=C(NCc1ccccn1)Nc1ccc(F)c(Cl)c1` gave TRPC4 PAM inactive, HIF activator 0.1, TRPC4 agonist inactive, TRPC6 inh inactive, aSyn 5UTR inh -23.8, MrgX1 antagonist inactive, IEC-6 cytotox -7.0, KLF5 inhibitor -40.0, SKKanGAS inh inconclusive, TRPC6 activator inactive and TRPC4 block inactive.
`CCC1(C)Cc2ccccc2-c2nc(SCC(N)=O)[nH]c(=O)c21` (stereo unspecified) gave TRPC4 PAM inactive, HIF activator -0.2, TRPC4 agonist inactive, TRPC6 inh inactive, aSyn 5UTR inh 2.2, MrgX1 antagonist inactive, IEC-6 cytotox -3.1, KLF5 inhibitor -11.8, SKKanGAS inh -1.1, TRPC6 activator inactive and TRPC4 block inactive.
Screening COc1ccc(C(=O)NNC2=NCCCCC2)cc1 returned TRPC4 PAM inactive, HIF activator -0.1, TRPC4 agonist inactive, TRPC6 inh inactive, aSyn 5UTR inh -35.4, MrgX1 antagonist inactive, IEC-6 cytotox -6.0, KLF5 inhibitor -8.2, SKKanGAS inh -14.7, TRPC6 activator inactive and TRPC4 block inactive.
Screening NC(=O)C1(N2CCCCC2)CCN(CC(=O)Nc2ccccc2Sc2ccccc2)CC1 returned TRPC4 PAM inactive, TRPC4 agonist inactive, TRPC6 inh inactive, aSyn 5UTR inh 20.7, MrgX1 antagonist inactive, IEC-6 cytotox 0.0, KLF5 inhibitor -22.3, SKKanGAS inh 7.7, TRPC6 activator inactive and TRPC4 block inactive.
COc1ccc(S(=O)(=O)N2CCCC(C(=O)Nc3ccc(OC)c(OC)c3)C2)cc1 (stereo unspecified) was read as TRPC4 PAM inactive, HIF activator -0.1, TRPC4 agonist inactive, TRPC6 inh inactive, aSyn 5UTR inh -1.4, MrgX1 antagonist inactive, IEC-6 cytotox -1.8, KLF5 inhibitor -15.9, SKKanGAS inh 0.5, TRPC6 activator inactive and TRPC4 block inactive.
CC(C)Cn1nc(NS(=O)(=O)c2ccccc2)c2cc3ccccc3nc21 was read as TRPC4 PAM inactive, HIF activator -0.2, TRPC4 agonist inactive, TRPC6 inh inactive, aSyn 5UTR inh -28.3, MrgX1 antagonist inactive, IEC-6 cytotox 0.9, KLF5 inhibitor -9.3, SKKanGAS inh 25.7, TRPC6 activator inactive and TRPC4 block inactive.
Screening CN(CC1CCOCC1)C(=O)CC1C(=O)NCCN1CC1CCCCC1 (stereo unspecified) returned TRPC4 PAM inactive, HIF activator -0.2, TRPC4 agonist inactive, TRPC6 inh inactive, aSyn 5UTR inh -8.3, MrgX1 antagonist inactive, IEC-6 cytotox -5.8, KLF5 inhibitor -4.0, SKKanGAS inh -6.2, TRPC6 activator inactive and TRPC4 block inactive.
Cc1[nH]c2ccccc2c1CCN(Cc1cccs1)C(=S)NC(C)(C)C was read as TRPC4 PAM inactive, HIF activator -0.4, TRPC4 agonist inactive, TRPC6 inh inactive, aSyn 5UTR inh -6.7, MrgX1 antagonist inactive, IEC-6 cytotox -5.4, KLF5 inhibitor -11.7, SKKanGAS inh 14.6, TRPC6 activator inactive and TRPC4 block inactive.
COc1ccc(CNC(=O)Cn2nc(C)n3cccc3c2=O)cc1 was read as TRPC4 PAM inactive, HIF activator 0.8, TRPC4 agonist inactive, TRPC6 inh inactive, aSyn 5UTR inh 0.2, MrgX1 antagonist inactive, IEC-6 cytotox -2.5, KLF5 inhibitor -25.1, SKKanGAS inh 5.5, TRPC6 activator inactive and TRPC4 block inactive.
For CCOc1ccc(CCNC(=O)CCC(=O)N2CCSc3ccccc32)cc1OCC the results were TRPC4 PAM inactive, HIF activator 0.0, TRPC4 agonist inactive, TRPC6 inh inactive, aSyn 5UTR inh 8.5, MrgX1 antagonist inactive, IEC-6 cytotox -4.2, KLF5 inhibitor -6.3, SKKanGAS inh 0.7, TRPC6 activator inactive and TRPC4 block inactive.
For CCC1=NC(c2ccc(OC)cc2OC)N(O)C1(C)C (stereo unspecified) the results were TRPC4 PAM inactive, HIF activator -0.2, TRPC4 agonist inactive, TRPC6 inh inactive, aSyn 5UTR inh 4.0, MrgX1 antagonist inactive, IEC-6 cytotox -3.5, KLF5 inhibitor 2.8, SKKanGAS inh 2.3, TRPC6 activator inactive and TRPC4 block inactive.
For O=C(Nc1nc2cc3c(cc2s1)OCO3)c1cccc(N2C(=O)CCC2=O)c1 the results were TRPC4 PAM inactive, TRPC4 agonist inactive, TRPC6 inh inactive, aSyn 5UTR inh -8.0, MrgX1 antagonist inactive, IEC-6 cytotox 0.0, KLF5 inhibitor -25.1, SKKanGAS inh 13.2, TRPC6 activator inactive and TRPC4 block inactive.
Screening O=C(CSc1nnc(-c2cccc(S(=O)(=O)N3CCCC3)c2)n1-c1ccccc1)Nc1cccc(C(=O)O)c1 returned TRPC4 PAM inactive, HIF activator -0.4, TRPC4 agonist inactive, TRPC6 inh inactive, aSyn 5UTR inh 2.2, MrgX1 antagonist inactive, IEC-6 cytotox -2.2, KLF5 inhibitor -14.2, SKKanGAS inh 3.4, TRPC6 activator inactive and TRPC4 block inactive.

No enrichment for hits (roughly 5.8% active in at least one column).
